GAA glycogen mod: alters human alpha-glucosidase cleavage of glycogen; P10253; recombinant GAA, glycogen substrate, Amplex Red glucose oxidase fluorescence; Potency, µM (titrated, usually from 76.4 µM), for the others: top-dose activity change, negative = inhibition, most hits filed as inhibitors; 300,000 tested, 0.38% active; AID 2100;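 further: 0% = full enzyme reaction and -100% = no-enzyme basal signal; the screen sought inhibitors and activators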
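Recombinant human alpha-glucosidase (4 nM final) hydrolysed bovine liver glycogen (30 ug) for 40 min at 37 C in pH 5.0 citrate/phosphate with 0.01% Tween-20. Released glucose detected by glucose oxidase/Amplex Red, Ex 573/Em 610 nm. Compounds up to 77 uM; AC50 from Hill fits.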
Tau fluor counter: counter-screen for tau fibril formation inhibitors | Potency, µM (titrated, usually from 57.7 µM), without a hit: at the top dose activity change, negative = decrease | 280,000 tested, 0.93% active | tau K18 P301L (four-repeat tau fragment) Alexa594 fluorescence, heparin fibrillization; further: on the % scale 0 is the no-effect control and ±100 the full control effect; nearly all actives have a fitted effect of over 55% in size
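Human K18 P301L tau (15 uM unlabeled plus 0.24 uM Alexa 594-labeled, final) in 100 mM sodium acetate pH 7 was mixed with compound and 20 uM heparin and incubated 6 hr at 37 C.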
Epigenetic reg: regulators of epigenetic silencing causing reporter derepression in mouse cells. murine LDR cells, GFP reporter derepression, 30 h. Potency, µM (highest dose often 53.9 µM), inactives show top-dose GFP activation, most hits filed as activators. 280,000 tested, 0.2% active; further: % of control where 0% means no effect; nearly all actives have a fitted effect of over 60% in size
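Murine LDR cells carrying a silenced, genomically integrated CMV-driven GFP reporter were exposed to compound for 30 hours at 37 C. After PBS washes, GFP-positive cells (20–120 um objects) were counted by laser-scanning microplate cytometry.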
* marks the source's active call; other numbers are inactive results; u = inconclusive; & = joins results of further samples; [ ] = another dose, or the depositor's remark. The call rests on the fitted dose curve; in most records, active means well fitted curve in the direction sought with a large enough effect; inconclusive means small, poorly fitted or top-dose-only effect, or another doubt; inactive means no such curve, though single readings can be large; an effect the other way counts as inactive or inconclusive. Potency means the concentration at half of the fitted maximal effect. This is a subset. The share of hits here may be higher or lower than overall.

Under each structure – GAA glycogen mod	Tau fluor counter	Epigenetic reg
COC(=O)c1cc(NC(=O)c2ccc(-c3ccc(Cl)cc3Cl)o2)cc(C(=O)OC)c1
    -11%[76.3 µM]	-25%	-0.8%
COc1ccc(Cn2c(=O)c3oc4ccccc4c3n(Cc3cccc(C)c3)c2=O)cc1
    18%[76.3 µM]	-15%	-2.1%
Cc1ccc(Cn2c(=O)c3cccnc3n(Cc3ccc(F)cc3)c2=O)cc1
    -17%[76.3 µM]	-14%	0.0%
COc1ccccc1-c1noc(-c2ccc(NC(C)C)c([N+](=O)[O-])c2)n1
    -8%[76.3 µM]	-11%	-5.7%
Brc1ccc(-n2nc(-c3ccccc3)c3cnc4cc5c(cc4c32)OCO5)cc1
    19%[76.3 µM]	-6%	-1.1%
COc1ccccc1C(=O)Nc1ccccc1OCc1cc(=O)n2cc(C)sc2n1
    11%[76.3 µM]	-15%	-1.6%
COc1ccc(NC(=O)CCSc2nc(-c3ccco3)cc(C(F)(F)F)n2)cc1OC
    5%[76.3 µM]	-22%	4.7%
Cc1cc2c(cc1S(=O)(=O)NCc1ccccc1Cl)OCCN2C
    -4%&-2%[76.3 µM]	-2%	1.4%
Cc1cccc(-c2noc(-c3ccc(NC4CCCC4)c([N+](=O)[O-])c3)n2)c1
    -4%[76.3 µM]	-8%	-2.7%
COc1ccc(-c2cn3c(n2)sc2cc(C(=O)Nc4ccc(C)cc4C)ccc23)cc1
    4%[76.3 µM]	-3%	0.0%
CCN(CC)C(=O)Cn1cc(SCC(=O)Nc2ccc(C)cc2)c2ccccc21
    9%[76.3 µM]	-19%	-1.1%
CCn1cc(C(=O)NCCC(C)C)c(=O)c2cc(S(=O)(=O)N(C)C3CCCCC3)ccc21
    11%[76.3 µM]	-16%	-1.3%
COc1ccc(/C=C(/C#N)c2nc(-c3ccc(-c4ccccc4)cc3)cs2)cc1OC
    -7%[76.3 µM]	-9%	10µM*
CCOc1ccc(CCNC(=O)c2cc3cc4cc(OC)ccc4nc3s2)cc1OCC
    -8%[76.3 µM]	-13%	6.3%
COc1ccc(C(=O)Nc2nc3nc(C)c(Cc4ccccc4)c(=O)n3[nH]2)cc1OC
    -6%[76.3 µM]	-6%	-0.3%
Cc1ccc(-c2nnc(Nc3ccc(C(=O)N(C)C)cc3)c3ccccc23)cc1S(=O)(=O)N(C)C
    -5%[76.3 µM]	-18%	-1.6%
CCOC(=O)c1cc2c(=O)n3ccccc3nc2n(C(C)C)c1=NC(=O)c1cc2ccccc2o1
    11%[76.3 µM]	-20%	1.5%
CSc1ncc(C(=O)NCc2ccccc2F)c(-c2ccccc2)n1
    0%[76.3 µM]	-3%	-1.2%
CCOc1ccc(N(C(=O)c2ccccc2F)S(=O)(=O)c2ccc3c(c2)n(C)c(=O)n3C)cc1
    -4%[76.3 µM]	-8%	-1.5%
COc1ccc(OC)c(NC(=O)C2=C(C)C(=O)OC23CCCCCC3)c1
    -9%[76.3 µM]	-25%	-1.2%
CCn1c(=O)c2sccc2n2c(CCC(=O)Nc3ccc(OC)cc3OC)nnc12
    12%[76.3 µM]	-4%	-1.8%
Cc1cc(NCc2ccc(Cl)cc2)n2cnnc2n1
    15%[76.3 µM]	-6%	-0.3%
O=C(O)CCSc1nnc(-c2ccc(Cl)cc2Cl)o1
    9%[76.3 µM]	-13%	0.0%
O=S(=O)(Nc1nc2ccccc2nc1Nc1ccccc1Br)c1ccccc1
    4%[76.3 µM]	-7%	0.2%
CN(C1CCCCC1)S(=O)(=O)c1ccc2c(c1)c(=O)c(C(=O)NCc1ccc(F)cc1)cn2C
    -5%[76.3 µM]	-17%	4.8%
Cc1ccc(OCCCn2c(-c3ccc(Cl)cc3)nc3ccccc3c2=O)cc1C
    18%[76.3 µM]	-6%	-2.9%
CC(C)Cn1c(-c2ccc(S(=O)(=O)N3CCOCC3)cc2)csc1=Nc1cc(Cl)ccc1Cl
    13%[76.3 µM]	-8%	0.3%
O=C(c1ccccc1)n1nc(-c2ccco2)nc1NCc1ccccc1Cl
    -19%[76.3 µM]	-26%	1.1%
COC(=O)c1cc2oc3ccccc3c2n1Cc1nc(-c2ccccc2Cl)oc1C
    -6%[76.3 µM]	-19%	0.0%
Cc1ccc(-c2nnc(Nc3ccc(S(N)(=O)=O)cc3)c3ccccc23)cc1S(=O)(=O)N1CCOCC1
    3%[76.3 µM]	u	2.4%
O=c1c2oc3ccccc3c2n(Cc2ccccc2F)c(=O)n1Cc1ccco1
    -16%[76.3 µM]	0%	0.7%
Cc1cc(Br)cc2c1N(Cc1ccccc1OC(C)C)C(=O)C2=O
    -6%[76.3 µM]	u	1.5%
CC(=O)N1c2ccc(S(=O)(=O)NCc3ccccc3Cl)cc2CC1C (centres undefined)
    -12%[76.3 µM]	-18%	-3.8%
COC(=O)c1nnn(-c2cccc(C)c2)c1C(=O)OC
    13%[76.3 µM]	-8%	1.3%
CCOc1ccc(C(=O)Nc2ccc3nc(Nc4cccc(C(F)(F)F)c4)cc(C)c3c2)cc1OCC
    13%[76.3 µM]	3.5µM*[quencher]	-1.2%
CCC1=C(c2ccc(C)cc2)S(=O)(=O)N=C1N1CCC(C(=O)NCc2ccccc2Cl)CC1
    1%[76.3 µM]	-10%	0.8%
CC(=O)Nc1c(C(=O)Nc2cccc(C)c2)nnn1-c1ccc(C)cc1
    -16%[76.3 µM]	u	-0.9%
CSc1ccc(CNC(=O)Cc2csc3ccccc23)cc1
    -13%[76.3 µM]	-12%	-4.1%
Cc1cc2c(cc1C)NC(CC(=O)Nc1cccc(C)c1C)C(=O)N2 (centres undefined)
    12%[76.3 µM]	-16%	-1.6%
CC(C)(C)NC(=O)Cn1cc(S(=O)(=O)Cc2ccccc2Cl)c2ccccc21
    -5%[76.3 µM]	2%	-0.2%
CCCc1nnc(NC(=O)c2nc(S(=O)(=O)Cc3ccc(C)cc3)ncc2Cl)s1
    5%&16%[76.3 µM]	-20%	2.0%
CC(C)c1ccc(NC(=O)CCS(=O)(=O)c2cccc3nonc23)cc1
    -3%&-3%[76.3 µM]	u	-0.3%
CN1C(=O)C(C)(C)c2cc(S(=O)(=O)N3CCCC3C(=O)Nc3ccc(F)cc3)ccc21 (centres undefined)
    0%[76.3 µM]	-5%	-0.7%
Cc1cccc(C)c1OCC(=O)N1CCC(c2nc3ccccc3o2)CC1
    10%[76.3 µM]	3%	-3.2%
CCOC(=O)CSc1nc2sc3c(c2c(=O)n1Cc1ccccc1)CC(C)CC3 (centres undefined)
    -19%[76.3 µM]	-19%	-0.8%

The closing two compounds of the part above come first, to join the parts:
Under each structure – GAA glycogen mod	Tau fluor counter	Epigenetic reg
Cc1cccc(C)c1OCC(=O)N1CCC(c2nc3ccccc3o2)CC1
    10%[76.3 µM]	3%	-3.2%
CCOC(=O)CSc1nc2sc3c(c2c(=O)n1Cc1ccccc1)CC(C)CC3 (centres undefined)
    -19%[76.3 µM]	-19%	-0.8%
CCOc1ccc(CCNC(=O)CSc2nnnn2-c2ccccc2Cl)cc1OCC
    -14%[76.3 µM]	-24%	-0.2%
COc1ccccc1NC(=O)c1sc2nc3c(cc2c1N)CN(Cc1ccccc1)CC3
    9%[76.3 µM]	u	13%
COc1ccc(CCNC(=O)CCCCn2c(=O)c3ccccc3n(CC(=O)Nc3ccc(C)cc3C)c2=O)cc1OC
    -2%[76.3 µM]	-4%	12%
Cc1ccc(NC(=O)c2ccc(CNS(=O)(=O)c3ccc4c(c3)C(C)(C)C(=O)N4C)cc2)cc1F
    2%[76.3 µM]	-29%	-0.9%
CCc1ccc(NS(=O)(=O)c2ccc3[nH]cc(C(=O)NCCCOC(C)C)c(=O)c3c2)cc1
    4%[76.3 µM]	-23%	0.0%
N#Cc1ccccc1CSc1nnc(-c2ccc(Br)cc2)o1
    3%[76.3 µM]	-15%	u
Cc1cccc(NC(=O)CSc2nc3c(oc4ccccc43)c(=O)n2-c2ccccc2)c1C
    9%[76.3 µM]	-24%	0.8%
Cc1cc(Nc2cc(Cl)ccc2C)n2nc(Cc3ccccc3)nc2n1
    -11%[76.3 µM]	-1%	-2.7%
Cc1cccc(C(=O)Nc2ccc(S(=O)(=O)N(Cc3ccccc3)c3ccccc3)cc2)c1
    7%[76.3 µM]	u	-1.6%
N#Cc1ccc(NC(=O)c2cc(-c3cccc(Cl)c3)on2)cc1
    -7%[76.3 µM]	-3%	0.0%
CN(C(=O)Cn1c(=O)n(Cc2ccc(C(=O)NCc3ccc4c(c3)OCO4)cc2)c(=O)c2ccccc21)c1ccccc1
    -1%[76.3 µM]	-22%	2.7%
CC(CCc1ccccc1)NC(=O)Cn1ncc2c3ccccc3n(Cc3ccccc3)c2c1=O (centres undefined)
    12%[76.3 µM]	6%	2.7%
COc1ccccc1N1CCN(C(=O)CN2C(=O)COc3ccc(S(=O)(=O)N4CCCC4)cc32)CC1
    -10%[76.3 µM]	-16%	2.0%
CN(C)c1ccc(NC(=O)CSc2nc(-c3ccco3)cc(C(F)(F)F)n2)cc1
    1%[76.3 µM]	-25%	0.8%
CCOc1ccc(NC(=O)CN2C(=O)C(c3ccccc3)=NC23CCCCCC3)cc1
    u	u	-2.7%

Three entries out of the list, sorted by SMILES length, rising.
Under each structure – GAA glycogen mod	Tau fluor counter	Epigenetic reg
N#Cc1ccccc1CSc1nnc(-c2ccc(Br)cc2)o1
    3%[76.3 µM]	-15%	u
COc1ccccc1N1CCN(C(=O)CN2C(=O)COc3ccc(S(=O)(=O)N4CCCC4)cc32)CC1
    -10%[76.3 µM]	-16%	2.0%
Cc1ccc(NC(=O)c2ccc(CNS(=O)(=O)c3ccc4c(c3)C(C)(C)C(=O)N4C)cc2)cc1F
    2%[76.3 µM]	-29%	-0.9%

With a hit mark in Epigenetic reg (from the list above):
| SMILES | GAA glycogen mod | Epigenetic reg |
| --- | --- | --- |
| COc1ccc(/C=C(/C#N)c2nc(-c3ccc(-c4ccccc4)cc3)cs2)cc1OC | -7%[76.3 µM] | 10µM* |

The list continues:
Under each structure – GAA glycogen mod	Tau fluor counter	Epigenetic reg
COC(=O)c1c(NC(=O)C2c3ccccc3Oc3ccccc32)sc2c1CCC(C(C)(C)C)C2 (centres undefined)
    5%[76.3 µM]	3%	-0.1%
CCOc1ccc(-n2c(-c3ccc(C)cc3)nc3c(cnn3-c3ccccc3)c2=O)cc1
    -2%[76.3 µM]	-9%	0.3%
Cc1cc(NC(=O)c2ccc(-c3ccc(Cl)cc3)o2)cc(-c2nc3ncccc3o2)c1O
    14%[76.3 µM]	-19%	-0.2%
COc1ccc(-c2nc3ccc(NS(C)(=O)=O)cc3o2)cc1
    -2%[76.3 µM]	-5%	-3.2%
CC1=C(C(=O)OC2CCCC2)C(c2cccc(Cl)c2Cl)CC(=O)N1 (centres undefined)
    4%[76.3 µM]	-18%	1.5%
Cc1cccc(-c2nc3c4ccccc4nc(N4CCN(c5ccccc5F)CC4)n3n2)c1
    -20%[76.3 µM]	-11%	0.0%
O=C(CSc1ncc(-c2ccccc2)[nH]1)Nc1cccc(Br)c1
    -16%[76.3 µM]	16µM*[quencher]	2.2%
Cc1sc(NC(=O)COc2ccc(C(C)(C)C)cc2)c(C(=O)OC(C)C)c1C
    13%[76.3 µM]	-9%	-0.5%
CCOC(=O)C(C)Sc1nnc2cc(C)c3ccccc3n12 (centres undefined)
    1%[76.3 µM]	-5%	-1.6%
CSc1oc(-c2ccc(F)cc2)nc1S(=O)(=O)c1ccc(Br)cc1
    14%[76.3 µM]	u	-2.7%
O=C(Cn1c(=O)n(-c2cccc(Cl)c2)c(=O)c2sc3ccccc3c21)N1CCCC1
    -9%[76.3 µM]	-14%	-1.0%
COc1ccc(N(C(=O)COc2ccc(Br)cc2)S(=O)(=O)c2ccc(C)cc2)cc1
    -10%[76.3 µM]	1%	-1.6%
CCSc1ncc(Cl)c(C(=O)Nc2c(C(=O)Nc3ccc(Cl)cc3)oc3ccccc23)n1
    -3%[76.3 µM]	-13%	5.6%
COc1ccccc1OCC(=O)NCC(c1ccc(Cl)cc1)N1CCCCC1 (centres undefined)
    6%[76.3 µM]	0%	-3.2%
O=C(NCCCN1CCOCC1)c1ccc2c(c1)N(Cc1ccccc1)C(=O)c1ccccc1S2
    5%[76.3 µM]	-24%	1.3%
COc1ccc(CCNC(=O)c2nc(SCc3ccccc3F)ncc2Cl)cc1OC
    15%[76.3 µM]	-9%	5.9%
COc1ccc(/C=C/c2nc(C#N)c(N3CCC(C(N)=O)CC3)o2)cc1OC
    -10%[76.3 µM]	-22%	-7.6%
Cc1ccc(-c2nc(S(=O)(=O)c3ccc(Cl)cc3)c(N3CCCCC3)o2)cc1
    -7%[76.3 µM]	-17%	0.0%
